Assay outcomes (PubChem BioAssay)
mIAP act: activators of mouse IAP, primary screen, biochemical, luminescence, uHTS; muIAP, CDP-Star luminescence, 30 min; active compounds read high; 1 = vehicle-only enzyme signal, 0 = enzyme-free wells; activation factor at 10 µM; 0.24% of 330,000 active;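 active = activation factor of at least 2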; also: the source names both 10 and 20 µM as test concentration; values of inactives mirror those of a sister screen read the other way
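System: mouse IAP enzyme. Reagent: CDP-Star chemiluminescent phosphatase substrate. Benchmarks: DMSO wells, no-enzyme wells. Times: 30 min enzyme-substrate-compound incubation at room temperature. Detection: luminescence from enzymatic CDP-Star hydrolysis. Doses: test compounds delivered from DMSO solution.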
APOBEC3A inh: APOBEC3A ssDNA deaminase inhibitors, primary screen, selectivity assay for APOBEC3G inhibitor project, biochemical, FAM/TAMRA oligo cleavage fluorescence | 0.41% of 330,000 active | inhibition, % at 20 µM | recombinant A3A, FAM/TAMRA ssDNA deamination fluorescence | AID 493011, 2011;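 active = at least 40% inhibition at 20 µM here, with at most 30% in a related deaminase screen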;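 also: plate controls were A3A with DMSO for no effect and wells lacking A3A enzyme for full effect; some results filed as inactive read as strong as hits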
Target sequence (P31941 whole entry, looked up): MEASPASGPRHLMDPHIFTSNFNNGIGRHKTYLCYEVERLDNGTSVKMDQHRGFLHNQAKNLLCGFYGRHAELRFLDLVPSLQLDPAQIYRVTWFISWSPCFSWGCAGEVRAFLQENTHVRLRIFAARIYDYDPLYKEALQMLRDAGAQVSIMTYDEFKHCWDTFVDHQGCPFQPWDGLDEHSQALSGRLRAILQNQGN
hIAP block: human IAP inhibitors, primary screen, biochemical, luminescence, uHTS | purified IAP, CDP-Star luminescence, 30 min | inhibition, % at 10 µM | 0.12% of 330,000 active | AID 2544, 2010;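 active = inhibition reaching a set limit with compound at 10 µM in the primary screen, cut at about 35% in these data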;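 also: plate controls were DMSO wells with enzyme for no effect and no-enzyme buffer wells for full effect; values of inactives mirror those of a sister screen read the other way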
Target sequence (P09923 whole entry, looked up): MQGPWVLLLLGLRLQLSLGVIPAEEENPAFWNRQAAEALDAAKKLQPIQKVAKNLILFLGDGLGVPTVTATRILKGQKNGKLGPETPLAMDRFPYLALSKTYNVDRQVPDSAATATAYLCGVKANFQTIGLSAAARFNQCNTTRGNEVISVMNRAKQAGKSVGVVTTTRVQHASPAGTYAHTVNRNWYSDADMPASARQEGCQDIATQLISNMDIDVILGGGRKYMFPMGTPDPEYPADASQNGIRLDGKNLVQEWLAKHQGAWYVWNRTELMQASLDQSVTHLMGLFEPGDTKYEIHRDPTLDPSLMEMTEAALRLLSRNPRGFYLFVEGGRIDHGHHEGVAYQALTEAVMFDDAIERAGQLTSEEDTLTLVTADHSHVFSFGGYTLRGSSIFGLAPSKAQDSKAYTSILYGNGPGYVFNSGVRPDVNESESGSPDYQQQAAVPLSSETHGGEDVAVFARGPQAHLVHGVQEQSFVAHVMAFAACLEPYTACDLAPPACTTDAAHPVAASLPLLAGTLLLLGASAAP
hIAP act: human IAP activators, primary screen, biochemical, luminescence, uHTS. Intestinal-type alkaline phosphatase (Homo sapiens), P09923. purified human IAP, CDP-Star luminescence, 30 min; active compounds read high; 1 = vehicle-only enzyme, 0 = enzyme-free background. activation factor at 10 µM. 0.16% of 330,000 active;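 active = activation factor of the enzyme at least 2-fold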; also: the source names both 10 and 20 µM as test concentration; values of inactives mirror those of a sister screen read the other way
mIAP block: inhibitors of mouse IAP, primary screen, biochemical, luminescence, uHTS; intestinal alkaline phosphatase [Mus musculus]; inhibition, % at 10 µM; 0.2% of 330,000 active; purified mouse IAP, CDP-Star luminescence, 30 min;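 active = inhibition of at least 40% at 10 µM in the primary screen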;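 also: plate controls were DMSO with enzyme for no effect and no enzyme wells for full effect; values of inactives mirror those of a sister screen read the other way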
beta cell repl: inducers of MIN6 beta-cell proliferation, primary screen, ATP luminescence, uHTS; MIN6 cells proliferation, ATPlite luminescence, 48 h; cells starved in 0.2% serum; 100% = growth in 10% serum; proliferation, % at 10 µM; 0.29% of 330,000 active; AID 2380, 2010;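 active = compounds whose signal lies at least 3.5 SD above the mean of all wells on their plate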;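 also: 0% = DMSO-treated cells in low-serum medium and 100% = 10% serum control; some compounds called inactive have numbers as strong as hits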
MPTP inh: mitochondrial permeability transition pore inhibitors, primary screen, biochemical, isolated mouse mitochondria, absorbance. AID 602449, 2012. inhibition, % at 10 µM. 1.4% of 360,000 active. Ca2+ swelling absorbance, 30 min;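 active = inhibition of 50% or more, scaled per plate between neutral and stimulator controls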;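 also: 0% = DMSO wells given calcium and 100% = 1 mM EGTA wells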
APOBEC3G inh: APOBEC3G DNA deaminase inhibitors, primary screen, biochemical, fluorescence, single-stranded DNA substrate, uHTS. DNA dC->dU-editing enzyme APOBEC-3G (Homo sapiens), Q9HC16. recombinant A3G, ssDNA deamination FAM/TAMRA fluorescence. inhibition, % at 20 µM. 0.28% of 330,000 active. AID 493012, 2011;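 active = inhibition of at least 40% at 20 µM, with no more than 30% in the related APOBEC3A deaminase screen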;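 also: plate controls were DMSO wells with A3G for no effect and wells lacking A3G enzyme for full effect; some compounds called inactive have numbers as strong as hits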
Target sequence (Q9HC16 whole entry, looked up): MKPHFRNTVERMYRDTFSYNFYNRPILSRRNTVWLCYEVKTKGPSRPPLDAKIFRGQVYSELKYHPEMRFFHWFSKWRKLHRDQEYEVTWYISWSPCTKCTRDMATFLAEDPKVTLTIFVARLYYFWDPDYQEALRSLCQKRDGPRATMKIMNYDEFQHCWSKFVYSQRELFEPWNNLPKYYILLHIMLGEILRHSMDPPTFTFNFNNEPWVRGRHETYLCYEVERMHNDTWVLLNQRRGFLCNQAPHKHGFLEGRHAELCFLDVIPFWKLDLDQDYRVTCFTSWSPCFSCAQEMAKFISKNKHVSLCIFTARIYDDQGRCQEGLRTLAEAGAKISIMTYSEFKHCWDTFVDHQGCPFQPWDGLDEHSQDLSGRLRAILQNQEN
ATG4B inh: ATG4B protease inhibitors, primary screen, biochemical, fluorescence, uHTS | Cysteine protease ATG4B (Homo sapiens), Q9Y4P1 | ATG4B cleavage of LC3-PLA2, NBD-HPC fluorescence, 1 h | inhibition, % at 8.33 µM | 0.51% of 340,000 active; in the data active = inhibition above about 40%
* hit, by the source's call. Compounds as they come; about 3.3% have a hit in one of these screens.

Start of the data: the first three records, ahead of the listing:
Cn1c(=O)c2c(O)c(Cc3ccccc3)c(=O)[nH]c2n(C)c1=O was read as mIAP act 1, APOBEC3A inh -1, hIAP block -7, hIAP act 1.1, mIAP block -4, beta cell repl -2, MPTP inh 3.5, APOBEC3G inh 3 and ATG4B inh 0.
`COCCNC(=O)Cn1nc(-c2ccccc2F)ccc1=O` gave mIAP act 1, APOBEC3A inh -4, hIAP block 10, hIAP act 0.91, mIAP block 0, beta cell repl 0, MPTP inh -0.1, APOBEC3G inh -5 and ATG4B inh 3.
`CSc1nnc(CCCCCNC(=O)OC(C)(C)C)o1` gave mIAP act 0.98, APOBEC3A inh 8, hIAP block -8, hIAP act 1.1, mIAP block 2, beta cell repl 0, MPTP inh 1.0, APOBEC3G inh 4 and ATG4B inh 9.

The whole of this part, repeating the preview:
Cn1c(=O)c2c(O)c(Cc3ccccc3)c(=O)[nH]c2n(C)c1=O was read as mIAP act 1, APOBEC3A inh -1, hIAP block -7, hIAP act 1.1, mIAP block -4, beta cell repl -2, MPTP inh 3.5, APOBEC3G inh 3 and ATG4B inh 0.
`COCCNC(=O)Cn1nc(-c2ccccc2F)ccc1=O` gave mIAP act 1, APOBEC3A inh -4, hIAP block 10, hIAP act 0.91, mIAP block 0, beta cell repl 0, MPTP inh -0.1, APOBEC3G inh -5 and ATG4B inh 3.
`CSc1nnc(CCCCCNC(=O)OC(C)(C)C)o1` gave mIAP act 0.98, APOBEC3A inh 8, hIAP block -8, hIAP act 1.1, mIAP block 2, beta cell repl 0, MPTP inh 1.0, APOBEC3G inh 4 and ATG4B inh 9.
Screening Cc1cc(NC(=O)COc2ccccc2C)ccc1NC(=O)c1ccco1 returned mIAP act 0.97, APOBEC3A inh -2, hIAP block 0, hIAP act 1, mIAP block 3, beta cell repl -1, MPTP inh 0.2, APOBEC3G inh -9 and ATG4B inh -10.
`COC(=O)c1c(C)[nH]c(C=Nc2ccc(OC)cc2)c1C` gave mIAP act 0.99, APOBEC3A inh -5, hIAP block -23, hIAP act 1.2, mIAP block 1, beta cell repl -1, MPTP inh -0.8, APOBEC3G inh -8 and ATG4B inh -2.
Screening COc1ccc(NC(=O)c2cc3ccccc3[nH]2)cc1 returned mIAP act 1.1, APOBEC3A inh -1, hIAP block -11, hIAP act 1.1, mIAP block -6, beta cell repl -5, MPTP inh 1.9, APOBEC3G inh -1 and ATG4B inh -4.
O=C(CN1C(=O)/C(=C/c2ccccc2F)Sc2ccccc21)N1CCN(c2ccccn2)CC1 was read as mIAP act 0.99, APOBEC3A inh 1, hIAP block -15, hIAP act 1.2, mIAP block 1, beta cell repl -1, MPTP inh 1.7, APOBEC3G inh 3 and ATG4B inh -5.
For C=CCn1c(=O)c(C(=O)NC(C)c2ccccc2)c(O)c2ccccc21 (stereo not given) the results were mIAP act 0.94, APOBEC3A inh -6, hIAP block -18, hIAP act 1.2, mIAP block 6, beta cell repl 0, MPTP inh 2.0, APOBEC3G inh -7 and ATG4B inh 0.
CN(CC(=O)Nc1ccccc1Br)C(=O)c1ccc(-c2ccc(Cl)cc2)o1 was read as mIAP act 1, APOBEC3A inh -8, hIAP block -8, hIAP act 1.1, mIAP block -2, beta cell repl -6, MPTP inh 0.7, APOBEC3G inh -3 and ATG4B inh -1.
For Cc1nc2cc(NC(=O)Nc3cccc(F)c3)ccc2n1C the results were mIAP act 1.2, APOBEC3A inh -1, hIAP block 4, hIAP act 0.96, mIAP block -18, beta cell repl -5, MPTP inh 0.3, APOBEC3G inh -2 and ATG4B inh -14.
Cc1nn(-c2ccccc2)nc1CNC(=O)CC(C)(C)C was read as mIAP act 1.1, APOBEC3A inh -2, hIAP block 7, hIAP act 0.93, mIAP block -8, beta cell repl 0, MPTP inh -1.0, APOBEC3G inh -2 and ATG4B inh 3.
`O=C(Nc1ccc(Cl)cc1)c1cncs1` gave mIAP act 1, APOBEC3A inh -4, hIAP block 8, hIAP act 0.92, mIAP block -5, beta cell repl 0, MPTP inh -0.5, APOBEC3G inh -9 and ATG4B inh 6.
Screening CC(=O)Nc1cccc(C(=O)OCC(=O)Nc2c(C)nn(-c3ccccc3)c2C)c1 returned mIAP act 0.94, APOBEC3A inh 52*, hIAP block 13, hIAP act 0.87, mIAP block 6, beta cell repl 3, MPTP inh -1.8, APOBEC3G inh 1 and ATG4B inh -9.
Screening N/C(Cn1cncn1)=N\OC(=O)c1ccc(Cl)cc1Cl returned mIAP act 1.1, APOBEC3A inh 2, hIAP block 7, hIAP act 0.93, mIAP block -5, beta cell repl -2, MPTP inh 1.6, APOBEC3G inh 14 and ATG4B inh 8.
Screening COc1ccc(OC)c(-c2[nH]nc3c2C(c2ccco2)C(C#N)=C(N)O3)c1 (stereo not given) returned mIAP act 0.95, APOBEC3A inh -4, hIAP block 6, hIAP act 0.94, mIAP block 5, beta cell repl -2, MPTP inh 5.3, APOBEC3G inh -4 and ATG4B inh 6.
For Cc1ccc(C(=O)NCCCNCCCNC(=O)c2ccc(C)nc2)cn1 the results were mIAP act 0.97, APOBEC3A inh -2, hIAP block -2, hIAP act 1, mIAP block 2, beta cell repl 0, MPTP inh 4.7, APOBEC3G inh -2 and ATG4B inh 2.
For CCOC(=O)c1c(C)[nH]c(C)c1S(=O)(=O)N(C)Cc1ccco1 the results were mIAP act 1, APOBEC3A inh 4, hIAP block 8, hIAP act 0.92, mIAP block -1, beta cell repl 5, MPTP inh 1.4, APOBEC3G inh 4 and ATG4B inh -1.
For COc1ccc(S(=O)(=O)Cc2ccc(C(=O)NC(C)C)o2)cc1 the results were mIAP act 0.99, APOBEC3A inh 3, hIAP block -9, hIAP act 1.1, mIAP block 1, beta cell repl -4, MPTP inh -1.1, APOBEC3G inh -1 and ATG4B inh 5.
For CCOC(=O)c1oc2ccccc2c1CN1CCN(C)CC1 the results were mIAP act 0.96, APOBEC3A inh -3, hIAP block 1, hIAP act 0.99, mIAP block 4, beta cell repl 0, MPTP inh -3.6, APOBEC3G inh -7 and ATG4B inh 1.
O=C(NNC(=S)NCC1CCCO1)c1cccc(S(=O)(=O)N2CCOCC2)c1 (stereo not given) was read as mIAP act 0.98, APOBEC3A inh 0, hIAP block -51, hIAP act 1.5, mIAP block 2, beta cell repl 1, MPTP inh 0.3, APOBEC3G inh -8 and ATG4B inh 7.
Screening COc1ccc([C@H]2[C@@H](C#N)[C@H](C#N)N3CCCN23)cc1 returned mIAP act 0.94, APOBEC3A inh 0, hIAP block -11, hIAP act 1.1, mIAP block 6, beta cell repl 2, MPTP inh 0.0, APOBEC3G inh -5 and ATG4B inh -3.
Cn1ccnc1SCC(=O)c1ccc(F)cc1 was read as mIAP act 0.9, APOBEC3A inh -4, hIAP block -50, hIAP act 1.5, mIAP block 10, beta cell repl 0, MPTP inh -0.9, APOBEC3G inh -9 and ATG4B inh -6.
CC(C)(C)c1ccc(C(=O)N2CCN(CCNC(=O)C(=O)NCc3ccccc3)CC2)cc1 was read as mIAP act 1, APOBEC3A inh -7, hIAP block -5, hIAP act 1.1, mIAP block -5, beta cell repl 0, MPTP inh 1.6, APOBEC3G inh -9 and ATG4B inh -12.
For COc1nccc(-c2ccc(F)cc2)c1C#N the results were mIAP act 1, APOBEC3A inh -2, hIAP block 0, hIAP act 1, mIAP block -3, beta cell repl 0, MPTP inh -1.6, APOBEC3G inh -4 and ATG4B inh -6.
Cc1nc2cc(Cl)c([N+](=O)[O-])cc2s1 was read as mIAP act 0.95, APOBEC3A inh 1, hIAP block -4, hIAP act 1, mIAP block 5, beta cell repl 0, MPTP inh -0.9, APOBEC3G inh -3 and ATG4B inh 1.
Cc1ccc(S(=O)(=O)CCC(=O)OCC(=O)c2ccc(F)cc2)cc1 was read as mIAP act 1, APOBEC3A inh -2, hIAP block 0, hIAP act 1, mIAP block 0, beta cell repl -2, MPTP inh -1.2, APOBEC3G inh -13 and ATG4B inh -4.
Screening COc1ccc(C2=NO[C@@H]3C(=O)N(c4c(C)cccc4C)C(=O)[C@H]23)cc1OC returned mIAP act 1, APOBEC3A inh -4, hIAP block 0, hIAP act 1, mIAP block 0, beta cell repl -3, MPTP inh 8.2, APOBEC3G inh -10 and ATG4B inh -5.
Screening CC1=CCC2C(=O)N(c3ccc(C(=O)Nc4ccccc4Cl)cc3)C(=O)C2C1 (stereo not given) returned mIAP act 0.94, APOBEC3A inh 4, hIAP block 8, hIAP act 0.92, mIAP block 6, beta cell repl -4, MPTP inh 1.0, APOBEC3G inh -8 and ATG4B inh -7.
C=CCn1cc(C(=O)NCCOC)c(=O)c2cc(S(=O)(=O)N3CCCCCC3)ccc21 was read as mIAP act 0.96, APOBEC3A inh -5, hIAP block -13, hIAP act 1.1, mIAP block 4, beta cell repl -3, MPTP inh 1.1, APOBEC3G inh -2 and ATG4B inh -3.
Screening O=C(c1ccnc(Cl)c1)N1CCCC(N2CCN(c3ccccc3F)CC2)C1 (stereo not given) returned mIAP act 1, APOBEC3A inh -4, hIAP block 5, hIAP act 0.95, mIAP block 0, beta cell repl -1, MPTP inh 0.9, APOBEC3G inh -5 and ATG4B inh 2.
For C#CCOC(=O)C1C2C=CC(C2)C1C(=O)O (stereo not given) the results were mIAP act 1, APOBEC3A inh -4, hIAP block -14, hIAP act 1.1, mIAP block -4, beta cell repl -2, MPTP inh -2.9, APOBEC3G inh -6 and ATG4B inh 0.
`CCC(C)Sc1nc2c(c(=O)[nH]c(=O)n2C)n1Cc1ccccc1Cl` (stereo not given) gave mIAP act 0.85, APOBEC3A inh -5, hIAP block -2, hIAP act 1, mIAP block 15, beta cell repl 8, MPTP inh 2.5, APOBEC3G inh -10 and ATG4B inh -9.
`Cc1sc2ncnc(N3CCC(C(=O)Nc4ccc(F)cc4Cl)CC3)c2c1C` gave mIAP act 1.1, APOBEC3A inh 11, hIAP block 7, hIAP act 0.93, mIAP block -8, beta cell repl -3, MPTP inh 0.2, APOBEC3G inh -7 and ATG4B inh 5.
`O=C(COC(=O)CNC(=O)c1ccccc1)Nc1ccc(Cl)cn1` gave mIAP act 1, APOBEC3A inh 3, hIAP block -18, hIAP act 1.2, mIAP block -2, beta cell repl -1, MPTP inh -1.0, APOBEC3G inh 2 and ATG4B inh 7.
`COc1cc(CCC(=O)N2CCN(c3ccc([N+](=O)[O-])cc3)CC2)cc(OC)c1OC` gave mIAP act 0.96, APOBEC3A inh 1, hIAP block 11, hIAP act 0.89, mIAP block 4, beta cell repl 0, MPTP inh 3.1, APOBEC3G inh -2 and ATG4B inh 6.
`CSc1ccc(C#N)cc1NC(=O)c1ccccc1C` gave mIAP act 1.2, APOBEC3A inh -3, hIAP block 11, hIAP act 0.89, mIAP block -16, beta cell repl -3, MPTP inh 0.2, APOBEC3G inh -3 and ATG4B inh -11.
Screening CC(=O)c1ccc(NC(=S)N2c3ccccc3CC2C)cc1 (stereo not given) returned mIAP act 0.9, APOBEC3A inh 4, hIAP block -12, hIAP act 1.1, mIAP block 10, beta cell repl -3, MPTP inh 0.6, APOBEC3G inh -7 and ATG4B inh -8.
